Screening data deposited in PubChem by Broad Institute.
CASP6 VEID inh: inhibitors of human caspase-6. purified caspase-6, Z-VEID-R110 cleavage fluorescence. inhibition, % at 12.5 µM. 0.53% of 350,000 active. AID 686996;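 active means mean inhibition across replicates at least about 35%, with every replicate also reaching that limit, limit read from the data; inconclusive means only one of the two criteria met; inactive means neither criterion met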;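 further: 0% = median of neutral control wells and 100% = no fluorescence left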
Target sequence (P55212 24-179 limits assumed): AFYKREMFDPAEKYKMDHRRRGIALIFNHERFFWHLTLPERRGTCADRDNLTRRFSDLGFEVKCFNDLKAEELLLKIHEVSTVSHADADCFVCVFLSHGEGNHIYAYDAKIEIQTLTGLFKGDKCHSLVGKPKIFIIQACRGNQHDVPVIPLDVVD
Target sequence (P55212 194-293 limits assumed): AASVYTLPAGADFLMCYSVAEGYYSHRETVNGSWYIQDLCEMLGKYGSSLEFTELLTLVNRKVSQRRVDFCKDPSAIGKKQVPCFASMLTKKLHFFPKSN
RAD54 branch: blocks human RAD54 Holliday junction branch migration | Q92698 | AID 602329 | FAM/BHQ fluorescence | 0.14% of 360,000 active | inhibition, % at 10.4 µM;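 active means mean normalized replicate activity at least 40 and at least half of replicates scoring 40 or more; inconclusive means only one of the two criteria met; inactive means mean below 40 and under half of replicates reaching 40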;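 further: 0% = median of neutral control wells and 100% = median of positive control wells; inhibitors cause a drop in the FAM fluorescence signal; in these data hits start at about 50%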
DENV2 CPE rescue: DENV2-induced cell death inhibition; CPE inhibition, % at 9.99 µM; AID 651640; DENV2-infected cells, cytopathic effect rescue, plate reader; 1.7% of 350,000 active; in the data active means CPE inhibition above about 20%, passing the limit was not always enough; inconclusive means no clear call, values can overlap the other calls; tested in BHK-21 cells;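 further: 0% = median of neutral control wells and 100% = median of positive control wells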
Xi reactivation: X-chromosome reactivation activator; XiGFP mouse fibroblasts, % GFP-positive cells imaging, 3 d; cells co-treated with 5-aza-dC sensitizer; scaled so ellipticine positive control = 100%; activation, % at 7.58 µM; 0.055% of 360,000 active; AID 743238;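 active means mean normalized replicate activation at least 10% and every replicate at or above 10%; inconclusive means only one of the two criteria met; inactive means mean below 10% and not all replicates reach 10%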;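 further: 0% = median of on-plate neutral control wells and 100% = ellipticine 6 µM median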
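Schedule: 3 d treatment, 15 min room-temperature fixation; system: 68-5-11 XiGFP fibroblast line; buffer or medium: DMEM plus 5-aza-dC sensitizer; control set: ellipticine 6 µM positive control; compound: one concentration, pinned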
RAD52 anneal inh: inhibitors of human RAD52 DNA annealing; P43351; recombinant RAD52 DNA annealing, FRET fluorescence; inhibition, % at 18.7 µM; 0.46% of 360,000 active;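 active means every replicate showing at least 50% inhibition; inconclusive means mean inhibition at least 50% but not in every replicate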
Target sequence (P43351 whole entry, looked up): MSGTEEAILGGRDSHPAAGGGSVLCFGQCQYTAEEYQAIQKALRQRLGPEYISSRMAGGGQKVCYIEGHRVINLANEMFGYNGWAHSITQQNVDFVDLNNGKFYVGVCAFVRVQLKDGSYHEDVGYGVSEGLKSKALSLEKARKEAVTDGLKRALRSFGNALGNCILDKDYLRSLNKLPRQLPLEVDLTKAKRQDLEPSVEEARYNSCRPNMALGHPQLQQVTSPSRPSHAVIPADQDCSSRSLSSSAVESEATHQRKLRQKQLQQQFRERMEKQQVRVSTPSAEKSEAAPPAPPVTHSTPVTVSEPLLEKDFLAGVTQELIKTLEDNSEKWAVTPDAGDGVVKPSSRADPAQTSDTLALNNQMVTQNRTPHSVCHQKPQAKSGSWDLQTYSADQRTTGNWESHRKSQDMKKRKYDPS
E-selectin induc: induces E-selectin expression in human endothelial cells. AID 686992. activation, % at 7.58 µM. HUVEC E-selectin immunofluorescence imaging; normalized: neutral wells 0, TNF-alpha wells 100. 0.37% of 260,000 active. P16581;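 active means mean E-selectin-positive cell signal at least 10% of the positive control, reached in at least 60% of replicates, without over 20% cell loss; inconclusive means no rule given, readout overlaps actives, possibly toxicity-flagged; inactive means the rest, including those meeting only one limit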;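 further: in these data hits start at about 27%; measured in HUVEC primary endothelial cells; signal is the percent of cells scored E-selectin positive by PE staining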
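System: HUVEC / Compound: single concentration / Signal: immunofluorescence imaging / Read-out: percent E-selectin-positive cells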
CFTR F508del cor: CFTR F508del correction in bronchial cells. CFBE cells, YFP halide quenching; stimulated with forskolin plus potentiator P3; % fluorescence drop versus neutral controls. activity (quench increase), % at 7.58 µM. 0.36% of 350,000 active;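 active means mean added fluorescence quench of at least 8% versus neutral control, with both replicates also reaching 8%; inconclusive means only one of the mean or replicate conditions met; inactive means mean below 8% and not both replicates reaching 8%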;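 further: cells transiently co-express mutant CFTR-F508del with the halide-sensitive YFP; corrector assay measuring rescue of mutant channel to the surface after 24 h compound exposure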
GSIS activator: GLuc luminescence reporter in INS-1E cells, primary screen for activators of glucose-dependent secretion of insulin | INS-1E GLuc reporter insulin secretion, 2-3 h | activation, % at 16.6 µM | 0.61% of 370,000 active | AID 743287;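 active means lowest replicate activation of at least 40%, so every replicate reaches that level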;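 further: 0% = median of neutral control wells and 100% = median of IBMX positive control wells; some compounds called inactive have numbers as strong as hits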
Numbers without * were called inactive; ? = inconclusive; nt = not tested or not shown; & = joins results of further samples; ! = repeats disagree.

smiles	CASP6 VEID inh	RAD54 branch	DENV2 CPE rescue	Xi reactivation	RAD52 anneal inh	E-selectin induc	CFTR F508del cor	GSIS activator
CCC(Cc1ccccc1)OC(=O)c1ccccc1C(=O)O (stereo not drawn)	-1.5	1.3	1.9	0.3	-14.5	0.3	0.0	-5.1
Cc1cccc(S(=O)(=O)N[C@@H]2CC[C@@H](CCNC(=O)CCN3CCCCC3)O[C@@H]2CO)c1	-1.1	-0.9	-0.4	0.0	-4.1	-0.1	-1.1	10.9
COc1ccccc1NC(=O)N[C@@H]1CC[C@H](CC(=O)N[C@H](C)c2ccccc2)O[C@@H]1CO	-0.6	-0.1	-1.7	-0.1	-8.1	1.1	-3.7	2.1
CC(C)CN(C(=O)c1ccc(N2CCCC2=O)cc1)c1c(N)n(Cc2ccccc2)c(=O)[nH]c1=O	4.7	-10.9	7.4	0.4	-21.7	1.0	-2.5	nt
Cc1noc(C)c1NC(=O)Nc1ccc2c(c1)C(=O)N([C@H](C)CO)C[C@H](C)[C@@H](CN(C)S(C)(=O)=O)OCCCC[C@@H](C)O2	-3.0	4.3	-0.8	0.0	6.8	-0.2	-1.3	16.9
O=C(c1cccc(F)c1)N1CC2(C1)[C@@H](c1ccccc1)[C@@H](CO)N2C(=O)C1CCOCC1	0.1	nt	-1.6	0.2	-22.3	-0.2	-1.1	0.2
CO[C@H]1CN(C)C(=O)c2cc(NC(=O)c3ccccc3F)ccc2OC[C@H](C)N(C)C[C@H]1C	0.2	-2.3	-9.9	0.0	-3.1	0.1	-1.1	19.5
Cn1c(N=Cc2ccc([N+](=O)[O-])cc2)c(N)c(=O)n(C)c1=O	-4.6	nt	12.4	0.0	-8.3	0.3	4.6	15.4
CN(C(=O)CSc1nc2c(c(=O)[nH]1)CCC2)c1ccccc1	-1.3	-1.4	4.4	0.2	3.4	nt	-1.2	-0.7
Cc1ccc(NC(=O)NNC(=O)c2cc3ccccc3cc2O)cc1	6.3	-2.4	-3.1	0.0	-44.7	2.9	-2.4	13.5
S=c1[nH]nc(-c2cccc3ccccc23)n1-c1cccnc1	-0.2	-2.8	-2.0	0.2	-10.1	0.0	-1.0	6.8
COc1ccc(CC(=O)NNC(=O)c2cccs2)cc1	-1.4	nt	2.7	0.1	-4.6	nt	nt	7.9
Cc1ccc(-c2nc(CS(=O)CC(=O)NCc3ccccn3)c(C)o2)cc1 (stereo not drawn)	0.7	7.9	4.4	0.2	-8.5	0.2	-5.3	-5.9
C[C@@H]1CN([C@H](C)CO)C(=O)c2cc(NC(=O)CCC(F)(F)F)ccc2O[C@@H]1CN(C)C(=O)Nc1ccc(C(F)(F)F)cc1	-2.6	-9.5	19.8	0.1	1.1	-0.2	2.3	-20.1
CC1CCC(NC(=O)CN(C)S(=O)(=O)c2ccc3c(c2)c(=O)n(C)c(=O)n3C)CC1 (stereo not drawn)	0.2	11.2	0.3	-0.1	6.0	0.3	3.4	3.6
C[C@@H]1CN([C@H](C)CO)C(=O)c2cc(NS(=O)(=O)c3cccs3)ccc2O[C@@H](C)CCCCO[C@H]1CN(C)S(=O)(=O)c1ccc(F)cc1	0.3	1.4	-7.0	-1.1	-48.0	2.3	3.3	-6.3
COc1cccc(NC(=O)N[C@@H]2C=C[C@H](CC(=O)NCc3ccccn3)O[C@@H]2CO)c1	1.4	2.4	-2.6	-0.1	-5.5	-0.2	3.8	10.3
Cc1ccc(-n2c(C)nnc2SCC(=O)NC2CC2)cc1	0.5	1.4	-4.0	0.1	8.8	0.7	-0.9	7.2
COc1ccc(S(=O)(=O)Nc2ccc3c(c2)C(=O)N([C@H](C)CO)C[C@@H](C)[C@@H](CN(C)C(=O)CCC(F)(F)F)OCCCC[C@@H](C)O3)cc1	-2.3	6.0	0.7	-0.1	29.1	0.0	-2.2	-19.0
Cn1cnc(S(=O)(=O)N[C@H]2C=C[C@@H](CC(=O)Nc3ccc(-c4ccccc4)cc3)O[C@@H]2CO)c1	1.1	-6.4	-1.8	0.1	2.7	0.9	1.9	2.7
CN(C)C(=O)c1cccc(-c2ccccc2[C@H]2[C@@H](CO)N(C(=O)C3CCC3)[C@H]2C#N)c1	0.4	nt	-7.5	0.1	-5.2	0.1	1.2	-7.4
COc1cccc(SCc2noc(C(=O)NCC3CCCO3)c2C(=O)O)c1 (stereo not drawn)	-4.2	-6.7	-1.1	0.0	-4.6	0.0	3.8	8.2
CC(CN1CCN(CCOCCO)CC1)CN1c2ccccc2Sc2ccc(Cl)cc21 (stereo not drawn)	-14.6	11.6	-1.5	0.4	11.8	0.1	-0.3	11.6
CN(CCOc1ccccc1)CC(=O)Nc1ccc(Cl)c(S(=O)(=O)N(C)C)c1	0.1	nt	9.2	0.0	-43.9	0.0	nt	-36.7
Cc1cc(Br)cn2c(Cc3cccc(F)c3)c(-c3ccc(Cl)cc3)nc12	-4.5	1.7	-12.1	-0.1	-38.4	0.3	-1.0	-47.4
CCCNC(=O)Cn1nc(C)n2c(cc3cc(F)ccc32)c1=O	4.2	-18.1	1.8	0.2	-8.5	0.2	0.3	5.6
CN(CC(=O)NC(=O)NC1CCCCC1)Cc1ccccc1	0.2	-4.4	12.2	0.2	-5.7	2.6	-1.2	-6.6
CC(C)CC1C(=O)N(Cc2cn(CCC3OCCO3)nn2)CCS(=O)(=O)N1Cc1ccc(-c2ccc(F)cc2)cc1 (stereo not drawn)	3.1	0.9	-2.5	0.3	-4.1	0.0	1.4	-27.0
C[C@H]1CN([C@@H](C)CO)S(=O)(=O)c2ccc(-c3ccccc3)cc2O[C@@H]1CN(C)Cc1cncnc1	-1.5	3.0	-7.6	0.0	14.6	0.2	1.0	2.0
CC(=O)c1cc(NC(=O)c2ccc([N+](=O)[O-])cc2)c(=O)oc1C	2.2	nt	6.5	0.2	-11.3	nt	-2.8	-24.6
Fc1ccc(C2c3[nH]c4ccccc4c3CCN2Cc2cccn2-c2ncccn2)cc1 (stereo not drawn)	0.6	nt	nt	0.1	-26.3	nt	6.2	5.9
Cc1cc(Nc2ccccc2F)n2nc(C)nc2n1	-2.7	-1.2	?	0.0	-0.5	0.1	-1.5	10.1
O=C(Nc1ccc(F)cc1)N1CCn2c(nc3ccccc32)C1	-0.2	-2.5	0.4	nt	-23.9	nt	-0.6	-16.8
CCOC(=O)c1c(NC(=O)COC(=O)c2nccnc2N)sc2c1CCC2	-4.3	-8.5	2.8	0.1	-17.6	-0.2	-6.2	25.4
Cc1cc(C)cc(NC(=O)Nc2ccc3c(c2)C(=O)N(C)[C@@H]2CC[C@H](CC(=O)O)O[C@@H]2CO3)c1	nt	-6.6	5.1	0.3	nt	-0.1	-1.0	5.5
CCCCN(C(=O)C1CCN(C(=O)c2ccccc2C)CC1)c1c(N)n(CCCC)c(=O)[nH]c1=O	1.4	3.1	-3.7	0.0	-18.5	-0.6	2.1	nt
COCC(=O)N1[C@H](C(=O)NCc2ccccc2F)[C@@H](CO)[C@@H]2Cn3c(cccc3=O)[C@@H]21	1.5	-3.9	?	0.0	-7.2	0.1	-1.5	-0.6
O=C(NC1CCS(=O)(=O)C1)C1CCCCN1S(=O)(=O)c1ccc(Cl)cc1 (stereo not drawn)	0.6	-6.1	6.9	nt	-4.0	nt	0.0	5.7
C[C@@H]1CN([C@@H](C)CO)C(=O)c2cc(NC(=O)NC3CCCCC3)ccc2O[C@@H](C)CCCCO[C@H]1CN(C)C	-1.5	-3.6	-5.5	0.0	-13.6	-0.2	1.2	-0.1
COc1ccc(CCNC(=O)c2cc3c(=O)n(C)c4ccccc4c3n2C)c(OC)c1	0.3	-6.5	10.5	0.0	-9.4	nt	-0.5	20.4
C[C@@H]1CN([C@H](C)CO)C(=O)c2cccc(NS(=O)(=O)c3cccs3)c2O[C@@H]1CN(C)S(=O)(=O)c1ccc(F)cc1	2.0	-3.4	-8.3	0.1	-19.7	-0.2	2.0	8.8
NC(Cc1ccccc1)c1csc(Nc2ccc(C(F)(F)F)cn2)n1 (stereo not drawn)	8.9	-4.1	12.3	0.4	-53.5	-0.1	1.6	1.4
C[C@@H]1CN([C@H](C)CO)S(=O)(=O)c2ccc(-c3ccncc3)cc2O[C@H]1CN(C)Cc1ccccn1	6.2	5.3	-9.6	-1.2	-7.0	-0.2	0.5	1.2
C[C@@H]1CCCCO[C@@H](CN(C)Cc2ccccc2)[C@@H](C)CN([C@H](C)CO)C(=O)c2cc(NC(=O)Nc3cccc4ccccc34)ccc2O1	-0.3&-0.2	-11.9&4.6	21.0*!	0.1&0.4	-24.1&6.4	0.2	-2.6&-1.3	-19.7&16.2
O=C(c1ccccc1Br)N1CCN(Cc2ccc3c(c2)OCO3)CC1	-0.9	4.5	50.3*	0.1	3.1	-0.1	0.4	-2.7
COc1ccc(S(=O)(=O)N(C)C[C@@H]2Oc3c(NS(=O)(=O)c4cn(C)cn4)cccc3C(=O)N([C@@H](C)CO)C[C@@H]2C)cc1	nt	-3.6	nt	-1.1&0.0	nt	0.1&0.1	-2.5	19.6&14.0
CS(=O)(=O)N1CCc2ccc(NC(=O)C3CCCO3)cc2C1 (stereo not drawn)	0.3	1.3	0.9	0.1	-15.0	-0.2	-1.3	10.4
CC(=O)OCCN1CCN(C(=O)CN2C(=O)NC(c3ccccc3)(c3ccccc3)C2=O)CC1	-1.4	-4.1	0.0	-0.1	-27.8	nt	-5.0	8.5
CCOC(=O)c1cnc2sccn2c1=O	0.0	8.2	8.6	nt	-21.0	nt	-0.6	-7.3
c1ccc2c(Cn3ccnc3)cccc2c1	-4.5	-3.8	-4.9	-0.1	2.8	0.1	1.3	1.4
C=CCNc1cc(F)ccc1S(=O)(=O)NCC=C	1.0	-4.5	-1.5	0.0	-5.9	0.1	2.3	4.5
CCOC(=O)Nc1ccc2c(CNC(C)c3ccccc3OC)cc(=O)oc2c1 (stereo not drawn)	0.5	16.5	3.5	0.0	-47.1	-0.2	-1.9	nt
CC(C)(C)c1nc(SCC(=O)N2CC(=O)Nc3ccccc32)c2ccccc2n1	-1.6	nt	-3.4	0.0	-6.1	nt	-0.1	36.2
O=C(NCC(=O)N1CCN(c2ncc(C(F)(F)F)cc2Cl)CC1)c1ccc(Br)o1	3.0	-3.8	-2.7	0.0	-7.6	0.6	0.4	-3.6
COc1ccc(Cc2nnc(NC(=O)C3CC(=O)N(CCc4ccc(F)cc4)C3)s2)cc1OC (stereo not drawn)	nt	-6.1	8.0	0.0	-7.2	0.1	-1.2	-15.1
COc1c(C)cc(Br)cc1C(=O)Nc1ccc(S(N)(=O)=O)cc1	-3.4	nt	-6.9	0.0	-14.8	nt	3.1	-1.2
Cc1ccc[n+](/C(=C\C(=C=[N-])C#N)C(=O)c2ccc(Cl)cc2)c1	0.3	nt	-0.1	0.0	-3.7	nt	-2.1	-2.5
